# TAAR1 antag = antagonists of human TAAR1. CHO RD-HGA16 TAAR1, Fluo-8 calcium fluorescence, antagonist. Q96RJ0. inhibition, % at 3 µM. 360,000 compounds, 1.5% hits;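 active = inhibition above a per-plate cutoff, the mean inhibition of test compounds on that plate plus 3 SD, cut at about 49% in these data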;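 also: 0% = DMSO plus EC80 beta-PEA response and 100% = DMSO alone without agonist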
# Target sequence (Q96RJ0 whole entry, looked up): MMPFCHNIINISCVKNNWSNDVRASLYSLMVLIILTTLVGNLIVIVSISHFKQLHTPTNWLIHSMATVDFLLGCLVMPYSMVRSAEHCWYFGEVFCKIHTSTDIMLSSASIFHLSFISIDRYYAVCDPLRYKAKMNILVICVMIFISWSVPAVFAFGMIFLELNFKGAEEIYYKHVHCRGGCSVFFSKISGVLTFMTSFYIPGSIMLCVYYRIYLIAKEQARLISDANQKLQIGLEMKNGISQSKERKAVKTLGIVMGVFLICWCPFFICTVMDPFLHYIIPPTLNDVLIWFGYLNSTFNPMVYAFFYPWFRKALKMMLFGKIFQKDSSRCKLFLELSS
#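 Test system: CHO RD-HGA16 cells bearing hTAAR1 | Reagent: β-PEA, EC80 | Compound dosing: 3 µM, single point | Schedule: Dye loading 75 min at 37 °C, then 30 min room temperature | Signal: Calcium fluorescence with Fluo-8 | Evaluation: Percent inhibition of PEA-evoked calcium signal, max/basal emission ratio | Control set: DMSO-only wells and EC80 β-PEA-stimulated wells | Repeats: Singlicate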
# TAAR1 agonist = human TAAR1 agonism; Q96RJ0; CHO RD-HGA16 TAAR1, Fluo-8 calcium fluorescence; vehicle wells 0%, saturating PEA agonist 100%; activation, % at 3 µM; 360,000 compounds, 0.99% hits;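 active = activation above the mean activation of all test compounds in the run plus 3 SD, cut at about 38% in these data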
#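 Assay system: CHO-derived RD-HGA16 cells with stable Gα16 and human TAAR1; timing: 17-24 h seeding, 75 min 37 °C dye, 30 min RT; read-out: % activation from peak over basal fluorescence ratio, DMSO-to-PEA scaled; measured by: kinetic Fluo-8 calcium fluorescence; benchmarks: low control DMSO, high control PEA (EC100); doses: 3 µM single concentration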
# CHO parental Ca = counter-screen for OX1R antagonists: effect in parental CHO cells; parental CHO-K1, ATP-induced calcium, Fluo-8 fluorescence; inhibition, % at 5.6 µM; 330,000 compounds, 0.63% hits; AID 463079;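 active = inhibition above that plate's mean sample inhibition plus 3 SD, cut at about 26% in these data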;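 also: 0% = ATP-challenged DMSO wells and 100% = DMSO wells without ATP; some compounds past the cut are filed as inactive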
#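 Test system: untransfected parental CHO cell line. Compound: one dose, 5.6 µM nominal. Detection: intracellular calcium via Fluo-8 no-wash fluorescent dye. Measure: % inhibition. Benchmarks: ATP-challenged DMSO wells low, unchallenged DMSO wells high.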
# M1 ag parental = nonselective activator or artifact in parental CHO-K1 cells; Fluo-8 calcium fluorescence; scaled to maximal ATP response, vehicle zero; activation, % at 3 µM; 360,000 compounds, 0.48% hits; AID 602248; in the data active = activation above about 15%;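 also: untransfected CHO-K1 host cells lacking M1 receptor as counterscreen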
# M1 PAM parental = counter-screen for M1 PAMs: effect in parental CHO-K1 cells; ATP EC20, Fluo-8 calcium fluorescence; 0% at ATP EC20, 100% at ATP max; activation, % at 3 µM; 360,000 compounds, 0.02% hits; AID 602247;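 active = activation above the run cutoff, the mean activation of all test compounds plus 3 SD, cut at about 40% in these data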;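 also: peak over basal fluorescence ratio in a 140 s read after ATP addition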
# M1 PAM = positive allosteric modulators of human M1 muscarinic receptor. P11229. CHO-K1 hM1, Fluo-8 calcium fluorescence, ACh EC20; 0% = ACh EC20, 100% = maximal ACh. activation, % at 3 µM. 360,000 compounds, 0.088% hits; in the data active = activation above about 19%, passing the limit was not always enough
# Target sequence (P11229 whole entry, looked up): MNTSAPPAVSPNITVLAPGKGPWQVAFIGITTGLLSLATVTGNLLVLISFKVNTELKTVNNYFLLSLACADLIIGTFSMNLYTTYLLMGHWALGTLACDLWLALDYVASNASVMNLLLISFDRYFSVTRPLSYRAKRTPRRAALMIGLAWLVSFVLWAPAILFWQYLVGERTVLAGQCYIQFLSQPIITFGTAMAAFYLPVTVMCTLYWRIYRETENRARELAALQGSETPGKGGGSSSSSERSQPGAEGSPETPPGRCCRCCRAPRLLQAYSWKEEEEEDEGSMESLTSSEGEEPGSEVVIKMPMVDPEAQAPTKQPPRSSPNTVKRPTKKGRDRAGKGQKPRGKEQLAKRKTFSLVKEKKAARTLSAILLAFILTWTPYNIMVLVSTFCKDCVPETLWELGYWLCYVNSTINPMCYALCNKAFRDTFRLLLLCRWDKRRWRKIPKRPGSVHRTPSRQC
# CHO-K1 Ca antag = M1 antagonist counterscreen hit in parental CHO-K1 cells; 360,000 compounds, 0.6% hits; ATP-induced calcium, Fluo-8 fluorescence; inhibition, % at 3 µM;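 active = inhibition above a per-plate cutoff, the plate's mean sample inhibition plus 3 SD, cut at about 24% in these data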;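 also: 0% = DMSO plus EC80 ATP and 100% = DMSO alone without ATP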
# M1 ag = agonists of human M1 muscarinic receptor. P11229. CHO-K1 hM1, Fluo-8 calcium fluorescence, agonist mode; 0% DMSO, 100% acetylcholine EC100. activation, % at 3 µM. 360,000 compounds, 0.33% hits. AID 588814;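 active = activation above the run's mean compound activation plus 3 SD, cut at about 16% in these data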;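 also: peak over basal fluorescence ratio within a 140 s kinetic read after compound addition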
# M1 antag = human CHRM1 antagonism | P11229 | AID 588852 | inhibition, % at 3 µM | CHO-K1 hM1, Fluo-8 calcium fluorescence, ACh EC80 antagonist | 360,000 compounds, 1.3% hits;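 active = percent inhibition above its own plate's cutoff, namely the mean of that plate's compound wells plus 3 SD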;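 also: peak over basal fluorescence ratio during 140 s after agonist addition; 0% = ACh EC80 plus DMSO and 100% = DMSO alone without agonist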
# The depositor's hits bear a star; x = not tested or not shown. Rows were taken by chance; about 4.4% have a hit in one of these screens.
SMILES,TAAR1 antag,TAAR1 agonist,CHO parental Ca,M1 ag parental,M1 PAM parental,M1 PAM,CHO-K1 Ca antag,M1 ag,M1 antag
COCc1nnc(NS(=O)(=O)c2c(C)cc(C)cc2C)s1,9,12,2,1.6,11,-2,2,-3,7
O=C(O)C1CCN(C(=O)COc2ccc3c(c2)oc(=O)c2ccccc23)CC1,-2,0,-8,0.5,20,6,2,-4,-8
O=C(CCS(=O)(=O)c1ccccc1)N(CCCN1CCOCC1)c1nc2ccccc2s1,30,8,-19,1.5,-12,-6,2,-5,13
CCc1ccccc1N(CC(=O)N/N=C/c1ccc(OC(=O)OC)c(OC)c1)S(C)(=O)=O,7,13,-9,1.9,10,3,-11,-3,-1
Fc1ccccc1-c1nc2c(s1)CCc1onc(-c3ccc(Br)cc3)c1-2,-2,11,-6,0.1,-8,6,-2,-1,-5
CCCN1C(=O)c2ccc(C(=O)Nc3cc(C)ccc3O)cc2C1=O,-9,1,-2,2.6,9,12,-1,1,-9
COC(=O)C1=C(C)N(CCc2ccccc2)C(=O)/C1=C\c1ccco1,9,10,-26,0.8,17,7,-17,-7,-4
COC(=O)CCC/C=C1/SCC(NC(=O)c2ccccc2)C1O (stereo not given),-8,6,-10,1.0,20,6,-4,-4,-4
COn1c(=O)c(=O)n(OC)c2ccccc21,18,0,0,0.1,6,1,-13,-3,2
Cn1cccc1/C=C1\CCC/C(=C\c2cccn2C)C1=O,88*,165*,70*,5.4,11,3,-3,4,1
CC(C)C(=O)N1CCN(c2ccccc2NC(=O)c2ccco2)CC1,-16,0,-15,-0.5,-6,1,-19,-5,1
O=C(CSc1ncc(-c2ccccc2)n1-c1ccccc1)NCc1ccco1,-9,9,-23,2.7,10,-5,-11,-8,5
CC1CCN(c2c(NCc3ccc(C(=O)NCc4ccco4)cc3)c(=O)c2=O)CC1,-7,1,-2,0.2,-1,12,4,-2,-15
COc1ccccc1/C=N/N1C(=O)C2C3C=CC(CC3)C2C1=O (stereo not given),6,5,-13,0.3,-16,11,4,-2,1
Cn1nccc1C(=O)N1CCOCC1,-28,2,2,0.4,14,9,-5,-3,-9
Cc1ccccc1C(=O)NNC(=O)c1ccc(F)cc1,-13,2,-1,-0.4,10,4,5,1,0
Cc1nc2ccccc2c(=O)n1/N=C/c1ccccc1OC(F)F,12,3,-25,5.4,10,4,-12,-5,-6
CC(C)Cn1cnc2c(SCCc3ccccc3)nc(N)nc21,-10,2,x,0.4,12,0,-20,-1,-10
Cc1ccc(CNC(=O)c2cc(-c3ccccc3)nn2Cc2cc(C)no2)cc1,33,15,-15,1.5,-9,-7,-8,0,2
O=[N+]([O-])c1ccc(COc2cccc3cccnc23)cc1,-21,5,-13,1.0,18,6,-3,-5,-9

# Some of the entries so far, as tab-separated lines.
SMILES	TAAR1 antag	TAAR1 agonist	CHO parental Ca	M1 ag parental	M1 PAM parental	M1 PAM	CHO-K1 Ca antag	M1 ag	M1 antag
CC(C)Cn1cnc2c(SCCc3ccccc3)nc(N)nc21	-10	2	x	0.4	12	0	-20	-1	-10
O=[N+]([O-])c1ccc(COc2cccc3cccnc23)cc1	-21	5	-13	1.0	18	6	-3	-5	-9
COc1ccccc1/C=N/N1C(=O)C2C3C=CC(CC3)C2C1=O (stereo not given)	6	5	-13	0.3	-16	11	4	-2	1
CC(C)C(=O)N1CCN(c2ccccc2NC(=O)c2ccco2)CC1	-16	0	-15	-0.5	-6	1	-19	-5	1
COC(=O)C1=C(C)N(CCc2ccccc2)C(=O)/C1=C\c1ccco1	9	10	-26	0.8	17	7	-17	-7	-4
Cc1ccccc1C(=O)NNC(=O)c1ccc(F)cc1	-13	2	-1	-0.4	10	4	5	1	0

# Remaining list, next part.
SMILES,TAAR1 antag,TAAR1 agonist,CHO parental Ca,M1 ag parental,M1 PAM parental,M1 PAM,CHO-K1 Ca antag,M1 ag,M1 antag
O=C(COc1ccc2ccc(=O)oc2c1)Nc1c(Cl)cccc1C(F)(F)F,-4,1,-12,7.8,-12,9,14,0,-6
CN(Cc1ccc(Cl)cc1Cl)C(=O)C1CSC2(C)CCC(=O)N12 (stereo not given),-10,2,x,2.6,12,8,-9,-2,-12
Cc1cccc(C)c1OCCCN1CCCC1,-7,12,-2,0.2,10,-4,-9,-4,12
COc1cc(/C=N/NC(=S)NCc2ccccc2)ccc1OCC#N,35,4,-11,2.7,12,-1,-9,-8,7
Cn1cccc1Cc1nnc(SCC(=O)Nc2ccc(Cl)cc2)n1-c1ccc(F)cc1,-28,1,-11,0.2,4,4,-1,1,-9
O[C@@H]1CN(Cc2cccs2)[C@@H](c2ccc(Cl)cc2)C[C@H]1n1cc(C2CC2)nn1,11,1,x,0.6,0,-1,1,-1,9
O=C(Cc1ccc(S(=O)(=O)N2CCOCC2)s1)NC1CCCCC1,-5,1,-14,0.5,12,9,6,1,-2
CC1CCCN(S(=O)(=O)c2ccccc2[N+](=O)[O-])C1 (stereo not given),-5,-1,-4,0.0,0,1,6,-4,-1
CN(Cc1ccccc1)C(=O)Cn1nnc(-c2ccccc2)c1COc1ccc2ccccc2c1,5,3,x,2.5,13,-1,-11,-4,-5
CC(Sc1nc2ccccc2c(=O)n1CC1CCCO1)C(=O)N(C)c1ccccc1 (stereo not given),28,5,-22,3.3,-8,-2,-8,-6,-1
CCC1CCCCN1Cc1nc(Cc2ccccc2Cl)no1 (stereo not given),7,11,-12,0.6,9,-10,-5,-8,10
Cc1cnc(C(=O)Nc2ccc3c(c2)CCC3)cn1,1,7,-3,0.0,14,12,0,-2,-14
Cc1nc(=O)c(-c2ccccc2)c(C)n1-c1ccccc1,-7,-1,-9,0.6,11,4,7,-4,-13
COc1ccc(NC(=O)c2ccc(-c3ccc(F)cc3)o2)cc1OC,35,12,x,7.0,7,-11,-9,-1,3
CCN1CCN(c2ccc(S(=O)(=O)N3CCCCC3)cc2NC(=O)CC(C)c2ccccc2)CC1 (stereo not given),11,4,-11,0.6,-24,-8,10,-1,22
Cc1ccccc1C(=O)Nc1ccc(CN2CCOCC2)cc1,-14,5,x,-0.2,-5,8,-1,-8,-8
CC(=O)N1CCN(CCN(CC2C(C)C=C(C)CC2C)C(C)=O)CC1 (stereo not given),-6,4,-8,0.5,15,3,-13,-4,-37
COCc1cc(C)nc(N2CCOCC2)c1C#N,-16,0,-3,-0.1,15,6,-6,-1,-9
O=C(Cc1ccccc1)Nc1ccc(C(=O)NCC2COc3ccccc3O2)cc1 (stereo not given),-6,5,0,1.7,16,4,-3,-3,0
Cc1cc(C)n2cnnc2n1,-34,5,-13,0.0,-6,4,0,-3,-3
Cc1cc(=O)[nH]c2ccc(S(=O)(=O)NC3CCCCC3)cc12,-9,1,-4,0.5,-2,-4,-6,-2,-5
Nc1c(C(=O)CCC(=O)O)oc2ccc(Cl)cc12,3,-1,1,1.1,25,4,-10,-4,-17
CCc1ccccc1NC(=O)CSc1nnc([C@H](CCSC)NC(=O)OC(C)(C)C)o1,-13,8,12,1.7,16,4,-4,-2,-31
CCOC(=O)C1CCN(S(=O)(=O)c2ccc(OCC)cc2)CC1,6,-1,-10,1.4,17,2,-1,-3,-4
CCCc1nnc(NC(=O)c2c(O)c3c([nH]c2=O)CCCC3)s1,-5,18,-13,0.1,8,3,-9,-3,-3
CN1CCN(C(=O)c2cc3c(c(-c4cccc(Br)c4)n2)[C@H](CCO)N(S(=O)C(C)(C)C)C3)CC1 (stereo not given in full),13,0,x,-0.1,2,1,9,-9,-4
CCCCN(C(=O)c1ccc(S(=O)(=O)N(C)c2ccccc2)cc1)c1c(N)n(CCC)c(=O)[nH]c1=O,-10,6,x,0.2,0,3,-15,-3,0
Cc1cccc(C)c1OCC(=O)Nc1ccccc1N1CCCCC1,10,1,-23,0.3,-1,1,-16,-2,-7
O=C(NCCO)c1cccc(Nc2nc(-c3ccccc3)c3cc(Cl)ccc3n2)c1,49*,10,-16,5.7,17,-1,-20,-2,8
COc1ccc(NC(=S)N2CCN(c3ccccn3)CC2)cc1OC,11,-1,3,0.6,17,8,-8,-1,-13
FC(F)(F)c1ccccc1Cc1c(-c2cccc(Br)c2)nc2c3ccccc3ccn12,-37,3,x,0.6,9,3,-29,-1,-28
COC(=O)c1cn(NC(=O)c2cccnc2)c(=O)c2ccccc12,-18,4,-8,0.5,12,12,-17,0,-14
C=CCOc1ccccc1CN1CCC(n2nccc2NC(=O)C2CCOC2)CC1 (stereo not given),0,0,-12,-0.2,-15,-1,7,-6,12
C#CCOCCOCCOCCNc1nc(N2CCN(C(=O)[C@H](CCCCN)n3cc(CN)nn3)CC2)nc(N2CCN(C(=O)[C@H](CCC(=O)O)n3cc(CN)nn3)CC2)n1,-8,7,-3,0.4,6,-6,3,-3,14
Cc1ncc(CN2CCCC(CCC(=O)NCc3ccccc3F)C2)s1 (stereo not given),-7,0,-12,-0.4,9,-6,6,-13,-7
C#CCSc1nc2ccccc2n1C(=O)c1ccc(S(=O)(=O)N2CCCCC2)cc1,5,0,9,0.3,28,9,-16,-6,-7
Cc1ccc2c(c1)N(C(=O)CCC(=O)NC1CCN(Cc3ccccc3)CC1)CC(C)O2 (stereo not given),-12,0,-22,0.0,-3,-10,-3,-13,9
COc1ccc2c(C(=O)c3ccc(C)cc3)n(Cc3ccc(C(N)=O)cc3)[n+]([O-])c2c1,3,21,-6,0.2,1,0,-7,-4,1
COc1ccc(CCN2CC34C=CC(O3)C(C(=O)NCc3ccccc3)C4C2=O)cc1OC (stereo not given),2,19,-19,0.0,-4,2,1,-4,8
COC(=O)c1cccc(Nc2nc(-c3ccncc3)nc3ccccc23)c1,-6,6,-8,0.2,1,-2,-1,-3,3
O=C(c1ccc(S(=O)(=O)N2CCCC2)cc1)N1CCC(CN2C(=O)c3cccc4cccc(c34)C2=O)CC1,-14,-1,-13,-0.1,21,5,-24,-6,-14
C[C@@H]1CN([C@@H](C)CO)C(=O)c2cc(Br)cnc2O[C@H]1CN(C)C(=O)c1ccncc1,-16,0,x,0.3,19,15,-7,13,-4
COc1ccc2c(Cl)c(C(=O)NC3CCS(=O)(=O)C3)sc2c1 (stereo not given),-24,1,-14,0.2,4,-1,0,-5,3
CCCCCCCCNC(=O)CC(NS(=O)(=O)c1ccc(NC(C)=O)cc1)C(C)C (stereo not given),5,0,-17,0.6,11,0,-6,-5,-3
O=C(COC(=O)c1ccc[nH]c1=O)NC1CCCC1,-13,1,11,-0.3,6,10,0,2,-47
CCCOc1ccc(-c2c(=O)n(OCC(=O)OCC)c3ccccc3[n+]2[O-])cc1,-2,-2,-10,-0.3,20,6,-6,-4,-18

# Screening data from PubChem.
